# HepG2 viability: kills HepG2 cells in TGF-b inhibitor counter-screen | 410,000 compounds, 0.76% hits | Potency, µM (titrated, usually from 46.1 µM), without a hit: at the top dose activity change, negative = cytotoxicity, most hits filed as cytotoxic | HepG2 CAGA-GFP viability, ATP luminescence, 18 h; further: potency means the concentration at half of the fitted maximal effect; some results filed as inactive show a strong effect at the top dose
#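 HepG2 CAGA-GFP cells (1000/well, DMEM with 1% FBS) received compound, then TGF-beta at 500 pg/mL final, and were incubated 18 hours at 37 degrees C. Viability was read by CellTiter-Glo luminescence. Media-only wells were set as complete cell-killing and DMSO as no toxicity.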
# MmCpn inh: inhibitors of Methanococcus maripaludis chaperonin (MmCpn) | purified Mm-Cpn ATPase, ADP Transcreener TR-FRET | Potency, µM (top dose mostly 76.9 µM), for the others: at the top dose activity, negative = inhibition, most hits filed as inhibitors | 330,000 compounds, 0.031% hits | AID 504842; further: potency means the concentration at half of the fitted maximal effect; on the % scale 0 is the no-effect control and ±100 the full control effect; nearly all actives have a fitted effect of over 80% in size
#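 Eu-cryptate anti-ADP/ADP-d2 competition gives a ratio inversely related to ADP. Enzyme at 25 nM was pre-exposed to compound for 10 min, then given 10 uM ATP for 30 min, 37°C throughout.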
# CCT modulator: changes cytosolic chaperonin activity | purified chaperonin ATPase assay, HTRF ADP detection, 30 min | 360,000 compounds, 0.3% hits | activity change, % (no concentration beside the values), hits read low; in the data active means activity change below about -30%; further: on the % scale 0 is the no-effect control and ±100 the full control effect
#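 Enzyme 40 or 20 nM (batch-dependent) in Tris pH 7.4/KCl/MgCl2/DTT; cpd 76 uM single point; ATP 10 uM; 30 min 37 °C; Transcreener ADP HTRF detection, 30 min RT; ratio 665/615.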
# TGFb SMAD3 inh: TGF-b pathway inhibition. HepG2 CAGA-GFP TGF-b/SMAD3 reporter, GFP fluorescence, 18 h; TGF-beta stimulated, 500 pg/mL final. Potency, µM (titrated, usually from 46.1 µM), inactives show at the top dose activity, negative = inhibition, most hits filed as inhibitors. 410,000 compounds, 1.2% hits; further: potency means the concentration at half of the fitted maximal effect; on the % scale 0 is the no-effect control and ±100 the full control effect; nearly all actives have a fitted effect of over 65% in size
#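 Using HEPG2 CAGA-GFP reporter cells at 1000 cells/well, we pinned test compounds, stimulated with recombinant TGF-beta (500 pg/mL final) and measured total well GFP after 18 h.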
# Nrf2 activator: activators of Nrf2 (ARE) signaling | Potency, µM (titrated, usually from 46.1 µM), for the others: at the highest dose activation, actives largely listed as activators | 410,000 compounds, 0.31% hits | AREc32 ARE-luciferase reporter (MCF7-derived line), luminescence, 24 h; further: potency means the concentration at half of the fitted maximal effect; % of control where 0% means no effect; nearly all actives have a fitted effect of over 65% in size
#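 AREc32 cells carrying an ARE-driven firefly luciferase reporter were seeded at 1000 cells/well in OPTI-MEM with 5% FBS, then exposed to compound for 24 hr at 37 deg C. Luminescence was read with Steady-Glo after 30 min at RT.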
# Abeta yeast res: restores growth of yeast expressing A-beta42 peptide | yeast expressing A-beta42, growth rescue, OD600, 48 h; response scale: 0% DMSO, 100% iron-clioquinol control | Potency, µM (highest dose often 46.1 µM), for inactives: at the highest dose growth rescue, actives largely listed as activators | 410,000 compounds, 0.063% hits | AID 1347071; further: potency means the concentration at half of the fitted maximal effect; nearly all actives have a fitted effect of over 55% in size
#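 Growth rescue measured by 600 nm absorbance after 48 h yeast culture at 30 C with compound. Values normalized between DMSO and an equimolar ferric chloride plus clioquinol control.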
# Nrf2 block: inhibitors of Nrf2 signaling; A549 ARE-Fluc reporter, luciferase luminescence, 18-24 h; Potency, µM (series often up to 46 µM), for the others: top-dose activity change, negative = inhibition, actives largely listed as inhibitors; 360,000 compounds, 2.1% hits; AID 504444; further: potency means the concentration at half of the fitted maximal effect; on the % scale 0 is the no-effect control and ±100 the full control effect; nearly all actives have a fitted effect of over 60% in size
#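 Nrf2 function is reported as luminescence of an ARE-controlled luciferase in A549 cells. Compounds were tested at several concentrations, and a CellTiter-Fluor read on the same wells flagged cytotoxicity.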
# A549 viability: A549 cytotoxicity, counter-screen for Nrf2 inhibitors; A549 ARE-Fluc cells, CellTiter-Fluor viability, 18-24 h; Potency, µM (titrated, usually from 46 µM), inactives show at the top dose activity change, negative = cytotoxicity, usual class: inhibitors; 390,000 compounds, 0.16% hits; AID 504648; further: potency means the concentration at half of the fitted maximal effect; on the % scale 0 is the no-effect control and ±100 the full control effect
#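 A549 ARE-Fluc cells in 5% FBS OPTI-MEM, 5000 cells/well, rested 2 h then exposed to compounds in concentration-response for 18-24 h at 37 °C. Viability by CellTiter-Fluor fluorescence (Ex 405/Em 525) after 30 min; luciferase luminescence (BugLite, 15 min, RT) read afterwards.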
# Akt phos inh: Akt phosphorylation inhibition. Neuro2A IGF-stimulated pAkt S473 HTRF, 20 min; hits give low values. activity change, % for hits at 50 µM. 360,000 compounds, 0.32% hits; in the data active means activity change below about -80%; inconclusive means mostly about -51% to -80%; further: on the % scale 0 is the no-effect control and ±100 the full control effect
#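 Single-point screen (50 µM final compound) in Neuro2A cells stimulated 20 min with 6 nM IGF at 37 deg C. After lysis, Ser473-phosphorylated Akt read by HTRF (ex 330 nm, em 615/665 nm) as the 665/615 ratio.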
# Active calls of the source: *; i = inactive; ? = inconclusive; nt = not tested or not shown; & = joins results of further samples; [ ] = another dose, or the depositor's remark. Unless noted, the call rests on the fitted dose curve; in most records, active means well fitted curve in the direction sought with a large enough effect; inconclusive means small, poorly fitted or top-dose-only effect, or another doubt; inactive means no such curve, though single readings can be large; an effect the other way counts as inactive or inconclusive.
SMILES,HepG2 viability,MmCpn inh,CCT modulator,TGFb SMAD3 inh,Nrf2 activator,Abeta yeast res,Nrf2 block,A549 viability,Akt phos inh
CC1=C2C3OC(=O)C(C)C3CCC2(C)C=C(Cl)C1=O (stereo not given),2%,nt,-0.5,0%,0.2%,-5%,nt,nt,i
CN(Cc1ccccc1)S(=O)(=O)c1ccc(NC(=O)c2cc(=O)c3ccccc3o2)cc1,-10%,nt,nt,-5%,-0.2%,-12%,?,-1%,nt
N#C/C(=C\c1ccc(Cl)cc1)c1nc(-c2cc3ccccc3oc2=O)cs1,-4%,nt,nt,-3%,0.2%,9%,4%,-4%,nt
Cc1ccc(/C=C/C(=O)O)cc1S(=O)(=O)NCCO,-15%,?,-0.3,1%,0.3%,7%,nt,4%,i
CCOC(=O)c1c(NC(=O)CSc2ncn[nH]2)sc(C(=O)NC)c1C,-3%,-5%,2.0,-10%,0.1%,2%,-21%,-8%,i
O=C(CN1CCN(Cc2cccc(Cl)c2)C1=O)NCc1ccc(F)cc1,-22%,nt,nt,?,0.6%,5%,nt,-3%,nt
O=C(O)c1cc(S(=O)(=O)N2CC3CC3C2C(=O)O)c(Cl)cc1Cl (stereo not given),3%,2%,-3.3,5%,-0.2%,12%,1%,3%,i
O=C(NCN1C(=O)C2C3C=CC(C3)C2C1=O)Nc1cccnc1 (stereo not given),-12%,1%,-2.9,-11%,-0.4%,-1%,4%,-4%,i
CCCn1c(C(O)c2cc(OC)ccc2OC)nc2ccccc21 (stereo not given),7%,0%,1.5,-2%,-0.7%,11%,13%,-3%,i
Cc1noc(C)c1C1(O)CCCCCCCCCCC1,-29%,-1%,1.3,-1%,-0.3%,?,-8%,4%,i
Cc1ccc(C)c(NC(=O)Cn2c(-c3nonc3N)nc3ccccc32)c1,2%,nt,nt,-21%,1.1%,2%,2%,3%,nt
C=C1c2c(Cl)ccc(O)c2C(O)=C2C(=O)[C@]3(O)C(O)=C(C(N)=O)C(=O)[C@@H](N(C)C)[C@@H]3[C@@H](O)C12 (stereo not given in full),1%,-5%,-0.6,-26%,0.3%,-14%,?,-15%,i
CN(c1cccc(NC(=O)Nc2cccc(Cl)c2)c1)S(C)(=O)=O,-28%,1%,1.0,?,3.7%,-4%,nt,?,i
Cc1cccc(NC(=O)c2ccc(-n3cncn3)c([N+](=O)[O-])c2)c1,0%,1%,3.8,-19%,2.5%,-2%,0%,-5%,i
O=C(NCCc1c[nH]c2ccccc12)c1ccco1,10%,4%,-1.0,20%,12%,0%,16%,5%,i
CCOc1cc(/C=N/NC(N)=O)cc(Br)c1OCC(=O)Nc1cccc2ccccc12,11µM*,-3%,-6.0,17%,2.2%,15%,-5%,-15%,i
O=C(COc1coc(CN2CCN(c3ccccc3)CC2)cc1=O)Nc1cccc(F)c1,11%,-3%,-2.0,2%,0.0%,0%,-17%,9%,i
O=C(NCCN1CCOCC1)NC1(C(F)(F)F)Oc2ccc(Cl)cc2O1 (stereo not given),-20%,0%,-1.6,0%,27%,-11%,11%,6%,i
O=C(O)CC(NS(=O)(=O)c1ccc(Br)s1)c1ccccc1 (stereo not given),5%,nt,nt,18%,-0.2%,-13%,1%,2%,nt
O=C(Nc1ccc(-c2noc(CCc3ccccc3)n2)cc1)c1cccnc1,-5%,0%,0.6,-4%,-0.2%,-11%,nt,-4%,i
Cn1c(=O)c2c(SCC(=O)NCc3ccc(F)cc3)nc(-c3ccccc3Cl)nc2n(C)c1=O,1%,nt,nt,-4%,-0.8%,-6%,nt,12%,nt
O=C(CCCCn1c(=O)c2ccccc2n(Cc2ccc(F)cc2)c1=O)NCc1ccco1,1%,-2%,0.2,-1%,-0.4%,8%,nt,-9%,-99%*
CCN(C(=O)c1c(N)cnn1C)c1ccccc1,11%,0%,0.4,-3%,-0.3%,-1%,-10%,-1%,i
CCOC(=O)Cn1c(=O)oc2cc(S(=O)(=O)Nc3ccccc3F)ccc21,-28%,nt,nt,?,-0.3%,1%,18%,-6%,nt

# Structures above shown as hits in Akt phos inh:
structure	MmCpn inh	CCT modulator	TGFb SMAD3 inh	Akt phos inh
O=C(CCCCn1c(=O)c2ccccc2n(Cc2ccc(F)cc2)c1=O)NCc1ccco1	-2%	0.2	-1%	-99%*

# Returning to the listing, repeating the 2 entries before the break.
SMILES,HepG2 viability,MmCpn inh,CCT modulator,TGFb SMAD3 inh,Nrf2 activator,Abeta yeast res,Nrf2 block,A549 viability,Akt phos inh
CCN(C(=O)c1c(N)cnn1C)c1ccccc1,11%,0%,0.4,-3%,-0.3%,-1%,-10%,-1%,i
CCOC(=O)Cn1c(=O)oc2cc(S(=O)(=O)Nc3ccccc3F)ccc21,-28%,nt,nt,?,-0.3%,1%,18%,-6%,nt
Cc1cccc(-n2c(CCn3nc(C)c([N+](=O)[O-])c3C)n[nH]c2=S)c1,-1%,1%,0.8,6%,-0.5%,-10%,3%,-10%[1.84 µM],i
CC(=O)C1=C(O)C(=O)N(c2nccs2)C1c1ccc(F)cc1 (stereo not given),-16%,-20%,-2.3,-1%,4.0%,1%,?,1%,i
CC1CCN(C(=O)CSc2ccc(-c3ccc(F)cc3)nn2)CC1,-54%,-1%,-2.9,-29%,4.0%,-12%,-18%,-3%,i
CN(c1ccccc1)S(=O)(=O)c1cccc(C(=O)NCc2ccccc2CN2CCCC2)c1,-21%,-1%,0.1,12%,0.0%,-9%,6%,-17%,i
CCSc1ncc(Cl)c(C(=O)Nc2sc3c(c2C(=O)NCCCOC)CCCC3)n1,-2%&5%,nt,nt,0%&31%,1.4%,-14%,16%,13%,nt
O=C(Nc1cccc(F)c1)C1CCN(C(=O)N2CCOc3ccccc32)CC1,-14%,-5%,-3.7,-23%,-0.1%,15%,?,-5%,i
CCOC(=O)C1=C(C)NC(C)=C(C(=O)OCC)C1c1ccc(OC)cc1,-21%,2%,-1.2,10%,2.9%,-19%,4%,-8%,i
CCOc1ccc(CNC(=O)c2ccc(Sc3ccc(C)cc3)c(N)c2)cc1OC,-17%,nt,nt,?,-0.1%,-18%,nt,0%,nt
COCCNC(=O)C1(C)Cc2c(-c3cccc(C(N)=O)c3)ccnc2O1 (stereo not given),-15%,nt,2.2,-9%,1.0%,-12%,nt,nt,i
O=C(CNCc1ccccn1)N1CCc2ccccc2C1,-6%,-1%,-44*,-12%,-0.4%,-25%,6%,0%,i
O=C(CSc1nc2[nH]ncc2c(=O)[nH]1)N1CCCCC1,6%,5%,-0.6,2%,-0.4%,-9%,11%,0%,i
CC(C(=O)NCC1(c2ccccc2)CCCC1)N1CCOCC1 (stereo not given),23%,0%,1.1,10%,-0.3%,6%,-3%,-1%,i

# Brought forward from above: 5 entries, followed by the next part.
SMILES,HepG2 viability,MmCpn inh,CCT modulator,TGFb SMAD3 inh,Nrf2 activator,Abeta yeast res,Nrf2 block,A549 viability,Akt phos inh
CCOc1ccc(CNC(=O)c2ccc(Sc3ccc(C)cc3)c(N)c2)cc1OC,-17%,nt,nt,?,-0.1%,-18%,nt,0%,nt
COCCNC(=O)C1(C)Cc2c(-c3cccc(C(N)=O)c3)ccnc2O1 (stereo not given),-15%,nt,2.2,-9%,1.0%,-12%,nt,nt,i
O=C(CNCc1ccccn1)N1CCc2ccccc2C1,-6%,-1%,-44*,-12%,-0.4%,-25%,6%,0%,i
O=C(CSc1nc2[nH]ncc2c(=O)[nH]1)N1CCCCC1,6%,5%,-0.6,2%,-0.4%,-9%,11%,0%,i
CC(C(=O)NCC1(c2ccccc2)CCCC1)N1CCOCC1 (stereo not given),23%,0%,1.1,10%,-0.3%,6%,-3%,-1%,i
c1ccc2c(c1)Nc1nccnc1S2,5%,-3%,0.4,-8%,3.9%,-11%,?,0%,i
COc1cccc(-c2nc(=S)c3c(n2Cc2ccco2)CCCC3)c1,-20%,-4%,-5.8,6%,13%,-6%,3%,10%[1.84 µM],i
Cc1ccc(-c2nnc(CSc3nc(C)nc4sc(C)c(C)c34)o2)cc1,-32%,-2%,-2.4,-6%,0.1%,16%,10%,8%,i
COc1ccc(CNC(=O)C2CCC(CNS(=O)(=O)c3ccc(C)cc3)CC2)cc1 (stereo not given),-10%,0%,1.4,-4%,0.1%,-7%,1%,-8%,i
O=S(=O)(c1ccc(Cl)c(C(F)(F)F)c1)N1CCN(CC(O)COCC2CCCO2)CC1 (stereo not given),3%,0%,-11,0%,-0.9%,13%,-9%,4%,i
C[C@@H]1CN([C@@H](C)CO)C(=O)c2cc(Br)cnc2O[C@@H]1CN(C)Cc1cncnc1,1%,nt,-0.7,4%,-0.4%,-1%,nt,nt,i

# Two entries picked at random from those above:
SMILES,HepG2 viability,MmCpn inh,CCT modulator,TGFb SMAD3 inh,Nrf2 activator,Abeta yeast res,Nrf2 block,A549 viability,Akt phos inh
CCOC(=O)C1=C(C)NC(C)=C(C(=O)OCC)C1c1ccc(OC)cc1,-21%,2%,-1.2,10%,2.9%,-19%,4%,-8%,i
CC1=C2C3OC(=O)C(C)C3CCC2(C)C=C(Cl)C1=O (stereo not given),2%,nt,-0.5,0%,0.2%,-5%,nt,nt,i

# Bioassay records (PubChem BioAssay)

# Rows were taken by chance; about 4.3% have a hit in one of these screens.
